KAT2A inh – blocks human GCN5L2 histone acetyltransferase; Potency, µM (highest dose often 58.9 µM), for inactives: at the top dose activity change, negative = inhibition, usual class: inhibitors; Q92830; 390,000 tested, 0.21% active; GCN5L2 HAT assay, ThioGlo1 CoA-SH fluorescence
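Fluorescence readout, Ex340nm/Em540nm: ThioGlo1 (50uM final) reacts with free CoA thiol released as 20nM GCN5L2 acetylates H3(1-25) peptide (75uM) using acetyl-CoA (70uM). Compound and enzyme sat 15 min beforehand; 20 min room-temperature reaction.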
N370S GC mod – N370S glucocerebrosidase modulation, Gaucher chaperone candidate. 330,000 tested, 0.092% active. AID 2101. Potency, µM (doses to about 59.4 µM), without a hit: top-dose activity change, negative = inhibition, most hits filed as inhibitors. N370S GC spleen homogenate, 4MU-glucoside fluorescence;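 further: 0% = full enzyme activity and -100% = no enzyme basal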
FEN1 inh – blocks human flap endonuclease 1 | P39748 | Recombinant FEN1 flap cleavage, fluorescence, 15 min | Potency, µM (highest dose often 114 µM), inactives show at the highest dose activity change, negative = inhibition, most hits filed as inhibitors | 390,000 tested, 0.35% active | AID 588795; further: nearly all actives have a fitted effect of over 65% in size
Target sequence (P39748 whole entry, looked up): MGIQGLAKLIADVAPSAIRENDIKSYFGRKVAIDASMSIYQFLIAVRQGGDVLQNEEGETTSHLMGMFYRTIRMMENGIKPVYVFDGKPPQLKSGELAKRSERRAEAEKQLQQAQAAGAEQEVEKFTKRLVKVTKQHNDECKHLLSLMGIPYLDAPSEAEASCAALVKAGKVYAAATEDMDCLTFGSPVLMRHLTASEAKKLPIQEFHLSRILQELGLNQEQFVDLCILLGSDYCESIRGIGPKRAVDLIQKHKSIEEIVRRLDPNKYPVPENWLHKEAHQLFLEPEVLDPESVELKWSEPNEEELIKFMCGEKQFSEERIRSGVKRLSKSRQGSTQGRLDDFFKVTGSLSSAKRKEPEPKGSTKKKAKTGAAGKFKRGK
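Quantitative HTS format: each compound was titrated, incubated with 10 nM nuclease for 15 min at room temperature, then challenged with flap substrate at 50 nM final. Signal change over 15 min gave concentration–effect curves.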
Active calls of the source: *; ? = inconclusive; . = no result given; & = joins results of further samples; [ ] = another dose, or the depositor's remark. The call rests on the fitted dose curve; in most records, active means well fitted curve in the direction sought with a large enough effect; inconclusive means small, poorly fitted or top-dose-only effect, or another doubt; inactive means no such curve, though single readings can be large; an effect the other way counts as inactive or inconclusive. Unless noted, on the % scale 0 is the no-effect control and ±100 the full control effect; potency means the concentration at half of the fitted maximal effect.

FEN1 inh,KAT2A inh,Structure,N370S GC mod
9%,-2%,Clc1ccc(SCc2cn3ccsc3n2)cc1,3%
0%,-2%,CC(C)NC(=O)CN1CCN(C(=O)c2ccc3oc(CCCc4ccccc4)nc3c2)CC1,-8%
.,?,CC(=O)NCCNc1nc(-c2ccccc2CN(C)C)nc2ccccc12,-11%
-6%,-13%,CCCN(CC(=O)Nc1ccc(C(N)=O)cc1)CC(=O)Nc1ccccc1C,8%
-5%,-4%,COc1ccccc1NNC(=O)c1cc(C(C)(C)C)nn1Cc1ccccc1,7%
-8%,-5%,COc1cc(NC(=O)COC(=O)c2ccc3ccccc3n2)cc(OC)c1,3%
-21%,-14%,CCOC(=O)C1=CN(Cc2ccco2)S(=O)(=O)N(CC)C1c1ccc(F)c(Cl)c1 (stereo not given),.
-7%,-2%,O=c1ccc2cc(S(=O)(=O)Nc3ccc(F)c(Cl)c3)ccc2[nH]1,.
-1%,-8%,O=[N+]([O-])c1cc([N+](=O)[O-])c(Oc2cc(Cl)ccc2Cl)cc1NC1CCCCCCC1,2%
0%,?,O=C(NCCc1ccccc1)C1CCCN1C(=O)Nc1ccccc1 (stereo not given),0%
5%,0%,CN(C(=O)c1cc2sccc2n1C)C1CCCCC1,28%
12%,-3%,CN(C(=O)C1CCN(c2ncnc3c2nc2n3CCCCC2)CC1)c1ccccc1F,.
16%,?,O=C(NCc1ccccc1C(F)(F)F)C1CCC(=O)N(C2CCCCCC2)C1 (stereo not given),-15%
9%,-4%,Cc1cc(C)c2nc(NC(=O)c3ccc(S(=O)(=O)N4CCc5ccccc54)cc3)sc2c1,.
-6%,-4%,CC(CCc1ccccc1)NC(=O)CSc1ccccn1 (stereo not given),-3%

Next section:
FEN1 inh,KAT2A inh,Structure,N370S GC mod
-3%,4%,CC(=O)N1CCN(C(=O)Cn2c(=O)oc3ccccc32)CC1,4%
4%,-22%,CC(=O)Nc1ccc(S(=O)(=O)N2CCC(C(=O)O)(c3ccccc3)CC2)cc1,-4%
1%,-6%,Cc1nnc(SCC(=O)Nc2nc3ccccc3s2)n(N)c1=O,-3%
-2%,-6%,c1ccc(-c2ccnc3nc(-n4cccc4)nn23)cc1,?
-3%,-8%,CN(CC(=O)O)S(=O)(=O)c1cc(Cl)ccc1Cl,11%
?,-21%,CCc1c(O)cc(=O)n(-c2ccccc2)c1-c1ccccc1,-2%
0%,-2%,Cc1nn(-c2ccccc2)c2sc(C(=O)n3cccn3)cc12,11%
-8%,-5%,COc1ccc(-c2nnc(SCC(=O)N3CCOCC3)o2)cc1,-4%
1%,-7%,Cc1ccn2c(-c3n[nH]c(=S)n3C)c(C)nc2c1,11%
.,3%,Cn1c(=O)c2c(nc(SCC(=O)c3ccccc3F)n2C)n(C)c1=O,-5%
-3%,-5%,COC(=O)c1cc(CNC(=O)c2ccccc2Cl)ccc1OC,27%
-13%,-5%,CC(Oc1ccc(Br)cc1)C(=O)Nc1nc(-c2ccccn2)cs1 (stereo not given),-2%
-14%,-8%,c1ccc(CNc2nc(NCc3ccco3)nc(N3CCOCC3)n2)cc1,17%
3%,-24%,COc1ccccc1CNC(=O)C(=O)NCC1OCCN1C(=O)c1ccc(Cl)cc1 (stereo not given),-13%
4%,-3%,COc1cc(NC(=O)C(=O)N2CCN(C)CC2)c(OC)cc1Cl,-6%

Part of the list above in another layout.
> CCc1c(O)cc(=O)n(-c2ccccc2)c1-c1ccccc1
  FEN1 inh: ?	KAT2A inh: -21%	N370S GC mod: -2%

> Cc1nn(-c2ccccc2)c2sc(C(=O)n3cccn3)cc12
  FEN1 inh: 0%	KAT2A inh: -2%	N370S GC mod: 11%

> COc1ccc(-c2nnc(SCC(=O)N3CCOCC3)o2)cc1
  FEN1 inh: -8%	KAT2A inh: -5%	N370S GC mod: -4%

> Cc1ccn2c(-c3n[nH]c(=S)n3C)c(C)nc2c1
  FEN1 inh: 1%	KAT2A inh: -7%	N370S GC mod: 11%

Carrying on.
FEN1 inh,KAT2A inh,Structure,N370S GC mod
-3%,-26%,O=C(Cn1cnc(S(=O)(=O)N2CCOCC2)c1)Nc1ccc(OC(F)(F)F)cc1,-3%
-13%,-14%,COC(=O)c1c(NC(=O)CN2CCCc3ccccc32)sc(C)c1C,?
14%,-4%,CC1CCN(S(=O)(=O)c2cc([N+](=O)[O-])ccc2Cl)CC1,8%
3%,2%,CCN(CC)CCCn1c2c(c(SCC(=O)N3CCCc4ccccc43)nc1=O)CCC2,-9%
?,-5%,Cc1ccc(-c2nc(CCN3C(=O)c4ccccc4C3=O)cs2)cc1,-8%
-13%&13%,-5%&-14%,COc1ccccc1N1CCN(S(=O)(=O)c2c(C)sc3ncn(CC(=O)NCCN(C)C)c(=O)c23)CC1,-5%
2%,-7%,Cc1ccccc1-c1nc2sc3c(c2c(=O)o1)CCC3,12%
-13%,3%,CC1CCCN(C2(O)C(=O)Nc3ccc(Br)cc32)C1 (stereo not given),-10%
-1%,2%,O=C1CC(c2ccc(F)cc2)Sc2nc(-c3ccccc3)c(-c3ccccc3)n21 (stereo not given),-3%
2%,-7%,CCN(CC(=O)Nc1ccc(OC)cc1)C(=O)CCc1nc2ccccc2c(=O)[nH]1,4%
-4%,-7%,CC(C)NC(=O)C12CC3CC(C1)CC(n1cnc(Cl)n1)(C3)C2,17%
-3%,0%,COc1ccc(NC(=O)CCN2CCN(c3ccc(F)cc3)CC2)cc1,-17%
1%,-22%,Cc1cccc(CNC(=O)c2ccccc2N)c1,-4%
-8%,1%,CCCCc1cn(C[C@H]2CC[C@@H]([C@@H]3CC[C@H](Cn4cc(CCCC)nn4)O3)O2)nn1,-6%
10%,-3%,Cn1c(SCC(=O)N2CCN(c3ccccc3)CC2)nnc1-c1ccncc1,-1%

The list goes on:
FEN1 inh,KAT2A inh,Structure,N370S GC mod
2%,-13%,CCCC(NC(=O)CCc1c(C)c2cc3c4c(oc3c(C)c2oc1=O)CCCC4)C(=O)O (stereo not given),2%
-11%,-17%,O=C(CSc1n[nH]c(=O)n1C1CC1)Nc1ccc(F)c([N+](=O)[O-])c1,3%
4%,-11%,COc1ccc(N(Cc2cccs2)C(=O)c2ccco2)cc1,.
1%,0%,C[C@H](NC(=O)c1nc[nH]c1C(=O)N1CCN(C(=O)OC(C)(C)C)CC1)C(=O)OC(C)(C)C,0%
1%,1%,COC(=O)C1CCN(CC(=O)Nc2ccc(C(=O)Nc3ccccc3OC)cc2)CC1,.
1%,-14%,COC(=O)[C@]1(CC(C)C)N[C@H](c2ccc(-c3ccc(F)cc3)cc2)[C@@H]2C(=O)N(C)C(=O)[C@@H]21,0%
0%,1%,CCSC(=O)NC1CCCCC1,-8%
-6%,2%,O=C(COC(=O)Cc1cccc(C(F)(F)F)c1)NCC1CCCO1 (stereo not given),3%
-8%,-5%,CC(=O)Nc1ccc(S(=O)(=O)N2CCC(C(=O)c3ccc(Cl)cc3)CC2)cc1,-7%
.,-20%,CCc1ccc(CNC(=O)c2ccc3nc(C4CCCCC4)oc3c2)nc1,0%
3%,-1%,CCN(CC(=O)Nc1ccc(NC(C)=O)cc1)C(=O)/C=C/c1ccc(C)o1,.
-3%,2%,CN(C)CCNc1oc(-c2ccccc2Cl)nc1S(=O)(=O)c1ccccc1,.
4%,1%,O=S(=O)(c1ccc(OCC(O)CN2CCCC2)cc1)N1CCOCC1 (stereo not given),-4%
-25%,?,O=C(OCc1ccco1)c1ccc(S(=O)(=O)N2CCCCC2)cc1,14%
0%,-6%,Cc1nc(C(N)=O)nc2ccccc12,0%

Other entries
FEN1 inh,KAT2A inh,Structure,N370S GC mod
-4%,-10%,CC(C)(C)c1ccc(-c2n[nH]c(=S)n2CC2CCCO2)cc1 (stereo not given),11%
6%&-4%,-5%,Cc1ccc(Nc2c(-c3ccc(C)s3)nc3ccccn23)cc1,.
-5%,-1%,Cc1nnc(N2CCN(C(=O)NC(C)C)CC2)c2nn(-c3ccccc3)c(C)c12,.
2%,?,Cc1cccc(OCC(=O)Nc2nccs2)c1C,2%
?,-18%,COc1ccc(OC)c(NC(=O)c2c(NCc3ccc(C)o3)sc3c2CCCCC3)c1,.
3%,-2%,CN(C)c1ccc(-c2n[nH]c(=S)n2-c2ccccc2)cc1,-13%
-2%,-18%,Cc1cc(C)c(S(=O)(=O)NCC(c2cccs2)S(=O)(=O)c2ccccc2)c(C)c1 (stereo not given),.
5%,-2%,C=CCOc1ccccc1CNn1nnnc1N,1%
7%,-9%,Cc1ccc(C)n1-n1c(C)nc2sc(-c3ccccc3)cc2c1=O,-14%
4%&-2%,-4%&-3%,Cc1c(C(=O)N2CCCCC2)c(S(=O)(=O)NCc2ccc(N(C)C)cc2)c(C)n1C,1%
-6%,-4%,CN(C)c1ccc(N=Nc2ccccc2C(=O)OCC(=O)NC2CCCC2)cc1,16%
-6%,-2%,O=C(CCC(=O)OCc1cccc(C(=O)Oc2ccccc2)c1)Nc1cccc2ccccc12,7%
-6%,-4%,CNC(=O)NC(=O)C(OC(=O)CCNS(=O)(=O)c1ccccc1)c1ccccc1 (stereo not given),-5%
17%,2%,CCN(C(=O)COC(=O)C1CC1)c1c(N)n(Cc2ccccc2)c(=O)[nH]c1=O,.
8%,3%,O=S(=O)(c1ccccc1)N1CCN(C2CCN(Cc3ccccc3)CC2)CC1,-3%

(further entries)
FEN1 inh,KAT2A inh,Structure,N370S GC mod
-7%,1%,CC1(C)Cc2c(c(N3CCCCC3)[nH]c(=S)c2C#N)CS1,1%
2%,-3%,CCN=C1SC(CC(N)=O)C(=O)N1CC (stereo not given),-2%
.,5%,Nc1ncnc2c1nc(Br)n2C1OC(CO)C(O)C1O (stereo not given),21%
-12%,0%,O=C(CNS(=O)(=O)c1ccccc1F)OCC(=O)c1c[nH]c2ccccc12,.
-2%,2%,O=[N+]([O-])c1ccc(S(=O)(=O)NCC2CCCO2)cc1 (stereo not given),-1%
-16%,-4%,Nc1nc(NCCCN2CCOCC2)nc(Nc2ccc(F)cc2)c1[N+](=O)[O-],?
15%,2%,O=C(CCNC(=O)c1ccc(Br)cc1)Nc1ccc(S(=O)(=O)N2CCOCC2)cc1,.
20%,1%,NC(=O)CSc1n[nH]c(-c2ccco2)n1,-2%
38%[activator],0%,Cc1sc2nc(CN(CCc3ccccc3)C(=O)c3ccco3)[nH]c(=O)c2c1C,10%
-4%,-1%,O=C(CC1C(=O)NC2CCCCC2N1C(=O)c1ccc(F)cc1)Nc1ccccc1 (stereo not given),-12%
-5%,-4%,Cc1ccc(OCCn2c(=O)oc3ccc(C)cc32)cc1,6%
-21%,17%,Cc1nc2ccc(S(=O)(=O)N(CC(=O)Nc3cccc(Cl)c3)Cc3ccccc3)cc2s1,.
-1%,36%[activator],CCCCCN(C(=O)NC(=O)Nc1ccccc1C)S(=O)(=O)c1ccccc1,6%
-6%,0%,COc1cccc(C(=O)OC(C)C(=O)NCC2CCCCC2)c1 (stereo not given),.
-2%,1%,COc1ccc(CC(NC(C)=O)C(=O)NC2CCN(C(=O)Nc3ccccc3C)CC2)cc1OC (stereo not given),-1%

Taken from above (five entries):
FEN1 inh,KAT2A inh,Structure,N370S GC mod
2%,?,Cc1cccc(OCC(=O)Nc2nccs2)c1C,2%
?,-18%,COc1ccc(OC)c(NC(=O)c2c(NCc3ccc(C)o3)sc3c2CCCCC3)c1,.
3%,-2%,CN(C)c1ccc(-c2n[nH]c(=S)n2-c2ccccc2)cc1,-13%
-2%,-18%,Cc1cc(C)c(S(=O)(=O)NCC(c2cccs2)S(=O)(=O)c2ccccc2)c(C)c1 (stereo not given),.
5%,-2%,C=CCOc1ccccc1CNn1nnnc1N,1%

The results go on:
FEN1 inh,KAT2A inh,Structure,N370S GC mod
-12%,-7%,CCOC(=O)c1sc(NC(=O)c2ccc(C)s2)cc1C,.
-8%,-5%,O=C(CSc1nnc(-c2ccncc2)n1-c1ccccc1)NCC1CCCO1 (stereo not given),.
-12%,-10%,COc1ccc(CCN(Cc2cc3cccc(C)c3[nH]c2=O)C(=O)NC2CCCCC2)cc1OC,.
8%,?,O=C(O)c1cccc(NC(=S)N/N=C/c2ccccc2OCc2cccc(Br)c2)c1,17%
-12%,2%,Oc1c(N=NC(=S)Nc2ccccc2F)c2ccccc2n1Cc1ccccc1Cl,1%
2%,-5%,CCOC(=O)c1cc(CC)sc1NC(=O)c1cc([N+](=O)[O-])ccc1N1CCOCC1,3%
-8%,-12%,C/C(Cl)=C/Cc1c(C)[nH]c2ccc(C)cc2c1=O,8%
-17%,3%,Cc1cc(S(=O)(=O)NCc2ccccc2)ccc1OCC(=O)NCc1cccnc1,-1%
-4%,-8%,COc1ccc(C(=O)[C@H]2[C@H]3C(=O)N(c4ccc(OC(C)=O)cc4)C(=O)[C@H]3C3C=CC=NN32)cc1 (stereo not given in full),-17%
3%,-10%,CCOC(=O)N1CCc2c(sc(NCc3ccc(OCC)cc3)c2C(=O)Nc2ccc(OC)cc2OC)C1,.

Screening data as filed in PubChem BioAssay.

The list is partial; count on the stated rates, not on these rows.
